# Screening results as filed in PubChem.
# PI5P4K alpha inh: inhibitors of human PI5P4K alpha; P48426; PI5P4Kalpha enzyme, ADP-Glo luminescence, 60 min; hits give low values; max response, %; 330,000 tested, 1.2% active; active = max response of -50% or lower; inconclusive = between -30% and -50%; inactive = -30% or higher; note: value at the top dose of about 77 µM; % is set by controls: 0 for no effect and ±100 for the full control effect
# Target sequence (P48426 whole entry, looked up): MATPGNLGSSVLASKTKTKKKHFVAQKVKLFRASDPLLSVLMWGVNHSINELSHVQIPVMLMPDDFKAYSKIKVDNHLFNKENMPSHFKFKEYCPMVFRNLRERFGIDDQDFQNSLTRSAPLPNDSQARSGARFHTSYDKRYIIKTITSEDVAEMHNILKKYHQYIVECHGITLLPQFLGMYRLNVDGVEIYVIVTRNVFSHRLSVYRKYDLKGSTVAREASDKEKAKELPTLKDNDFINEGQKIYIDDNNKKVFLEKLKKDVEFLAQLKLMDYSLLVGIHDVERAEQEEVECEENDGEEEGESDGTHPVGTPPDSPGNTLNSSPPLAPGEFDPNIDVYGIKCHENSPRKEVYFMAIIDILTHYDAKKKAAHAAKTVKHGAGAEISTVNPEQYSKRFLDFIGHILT
#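 Controls without substrate or without enzyme flank wells where PI5P4Kalpha converts substrate using 5 microM ATP (final). Incubation lasts 60 minutes at room temperature; ADP formed is read by ADP-Glo luminescence.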
# PLK1 PBD inh: inhibitors of human PLK1 polo-box domain binding; AID 720504; Plk1 PBD binding of FITC phosphopeptide, fluorescence polarization; 360,000 tested, 2.8% active; P53350; Potency, µM, inactives show max response, negative = inhibition, actives largely listed as inhibitors; note: potency is the fitted concentration of half-maximal effect; series mostly up to about 57 µM; % is set by controls: 0 for no effect and ±100 for the full control effect; nearly all actives have a fitted effect of over 65% in size
# Abeta rescue: compounds reversing amyloid beta toxicity in yeast | Potency, µM (titrated, usually from 46.1 µM), for inactives: at the highest dose growth rescue, most hits filed as activators | AID 1347071 | 410,000 tested, 0.063% active | yeast expressing A-beta42, growth rescue, OD600, 48 h; response scale: 0% DMSO, 100% iron-clioquinol control; note: potency is the fitted concentration of half-maximal effect; nearly all actives have a fitted effect of over 55% in size
#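 Yeast A-beta toxicity model in growth medium with pinned compounds, 48 h at 30 C; growth read as absorbance at 600 nm. Normalized to FeCl3/clioquinol equimolar mix (positive) and DMSO (negative).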
# IL-2 act: activates IL-2 in a cell-based reporter assay. IL-2 activation reporter assay, cell-based qHTS; stimulated with anti-CD3/CD4/CD28 beads; in transgenic mouse T cells. activation, % (series mostly up to about 46 µM). 360,000 tested, 0.065% active. AID 652025; in the data active = activation above about 50%; inconclusive = mostly about 30% to 49%; note: 0% is about no effect
#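 Screening format: compound pinned onto unstimulated transgenic mouse T cells, 60 min incubation, then anti-CD3/anti-CD4/anti-CD28 bead stimulation for 18 hours at 37 degrees C, followed by EGFP and DsRed detection.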
# EPAC1 antagonist: blocks human EPAC1 exchange factor; O95398; EPAC1 GEF assay, Rap1b-BODIPY-GDP exchange fluorescence; Potency, µM (doses to about 115 µM), for inactives: at the highest dose activity change, negative = inhibition, most hits filed as inhibitors; 360,000 tested, 0.14% active; AID 720709;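 note: potency is the fitted concentration of half-maximal effect; plate controls were vehicle for no effect and positive control for full effect; nearly all actives have a fitted effect of over 50% in size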
# WRN helicase inh: inhibitors of human WRN helicase | Q14191 | WRN helicase unwinding, fluorescent forked duplex, kinetic | Potency, µM (top dose mostly 114 µM), for inactives: top-dose activity change, negative = inhibition, hits mostly inhibitors | 360,000 tested, 0.46% active; note: potency is the fitted concentration of half-maximal effect; % is set by controls: 0 for no effect and ±100 for the full control effect; nearly all actives have a fitted effect of over 55% in size
#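 Enzyme (20 nM final) and test compound sit together 15 min at room temperature before substrate addition. Substrate is a single-forked duplex oligonucleotide (100 nM) labelled with fluorophore and quencher, with 2 mM ATP; helicase unwinding raises red fluorescence, read kinetically.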
# aSyn yeast inh: rescues yeast growth from alpha-synuclein toxicity | Yeast expressing alpha-synuclein, growth rescue, BacTiter-Glo, 24 h | Potency, µM (titrated, usually from 46.1 µM), for inactives: at the top dose growth rescue (activation), actives largely listed as activators | 370,000 tested, 0.14% active; note: potency is the fitted concentration of half-maximal effect; % of control where 0% means no effect; nearly all actives have a fitted effect of over 65% in size
#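 Galactose-induced alpha-syn yeast (OD600=0.02, raffinose-pregrown) + pinned cpd, 24 hr, 30 deg C; growth by BacTiter-Glo luminescence. Growth restoration scores as activation.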
# FUS suppressor: rescues growth of FUS-expressing yeast | S. cerevisiae FUS-expressing, growth rescue, OD600, 24 h | Potency, µM (top dose mostly 76.6 µM), for inactives: top-dose growth rescue (activation), actives largely listed as activators | 390,000 tested, 0.24% active;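 note: potency is the fitted concentration of half-maximal effect; plate controls were DMSO vehicle for no effect and reference control for full effect; nearly all actives have a fitted effect of over 55% in size; some results filed as inactive show a strong effect at the top dose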
#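 Absorbance at 600 nm, taken 24hr after compound addition, measured rescue of FUS-yeast growth at 30C. Induction used 2% galactose with seeding at OD 0.005. Controls: CP55940 from 92uM final, DMSO only.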
# EPAC1 ag: activates human EPAC1 exchange factor; O95398; EPAC1 agonist qHTS, biochemical assay; response scale: 100% = response to 6.5 mM cAMP; Potency, µM (doses to about 154 µM), for the others: at the top dose activation, actives largely listed as activators; 360,000 tested, 0.073% active; note: potency is the fitted concentration of half-maximal effect; nearly all actives have a fitted effect of over 60% in size
#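 Compounds were pinned as a concentration titration into mixtures of EPAC1 (100 nM), BODIPY-GDP-loaded Rap1B (250 nM) and GDP (50 uM). After 5 min at room temperature, fluorescence was followed for 30 min; activity was scaled to 6.5 mM cAMP.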
# The depositor's hits bear a star; ? = inconclusive; . = not tested or not shown; & = joins results of further samples; [ ] = remark or other dose. Unless noted, calls come from the whole dose curve; as a rule, active = well fitted curve in the direction sought with a large enough effect; inconclusive = small, poorly fitted or top-dose-only effect, or another doubt; inactive = no such curve, though single readings can be large; an effect the other way counts as inactive or inconclusive.
SMILES,PI5P4K alpha inh,PLK1 PBD inh,Abeta rescue,IL-2 act,EPAC1 antagonist,WRN helicase inh,aSyn yeast inh,FUS suppressor,EPAC1 ag
O=C(CSc1nnc(CNC(=O)c2ccco2)o1)Nc1cccc(Cl)c1,-1,1%,14%,-0.8,0%,-7%[57.1 µM],4%,23%,-1%
Cn1c2c(c(=O)n(C)c1=O)CN(Cc1ccc(F)cc1)CN2,6,-11%,7%,-0.1,-15%,6%,1%,-5%,4%
Cc1csc(CN(C)C(=O)CC2C(=O)NCCN2Cc2ccccc2C)n1 (stereo not drawn),3,5%,-5%,-1.3,-8%,12%,-1%,-2%,0%
Cc1cc(NS(=O)(=O)c2ccc(NC(=O)N[C@H](C(=O)O)C(C)C)cc2)no1,-9,-12%,-7%,-2.2,-10%,0%,0%,-4%,10%
CCOc1cc(/C=C2\C(=N)N3N=C(S(=O)(=O)CC)SC3=NC2=O)ccc1OC(=O)c1ccco1,?,?,1%,24,-24%,-6%[11.6 µM],-1%,2%,12%
CCOC(=O)C1=C(C)NC(=S)NC1c1ccc(OCC(=O)N2CCCCC2)cc1 (stereo not drawn),-7,-3%,-7%,-0.2,-4%,8%,-1%,9%,-5%
Oc1ccc(C2=NNC(=NCc3ccc4c(c3)OCO4)SC2)c(O)c1,-18,-8%,0%,0.7,-7%,-7%,14%,.,-1%
Cc1ccc(-n2ncc(Br)c(Br)c2=O)cc1,3,-15%,-80%[inhibitor],-0.8,-20%,-22%,-10%,-17%,-15%
S=C(NCCc1ccccn1)Nc1ccc(Cl)c(Cl)c1,0,-1%,20%,-0.8,-4%,1%,12%,.,-9%
CCn1nccc1C(=O)Nc1ccc(Cl)c(Cl)c1,.,-4%,-77%[inhibitor],3.0,-14%,-15%,-15%,21%,-13%
CC(=O)c1ccccc1NC(=O)c1ccc(N2CCCC2=O)cc1,?,-4%,-26%,-0.8,-8%,-9%,-6%,0%,-5%
CSc1sccc1/C=N/O,1,0%,-7%,0.0,12%,2%,3%,-36%,0%
CCCS(=O)(=O)c1snnc1C,-5,-9%,-9%,1.3,-5%,2%,-4%,22%,2%
Cc1ccc2c(C)nc(SC(C(=O)c3ccccc3)c3ccccc3)nc2c1 (stereo not drawn),24,5%,17%,-0.3,4%,-12%,1%,.,-3%
O=C(Nc1ccccc1Cl)C1CCCN(c2ncnc3c2nc2n3CCCCC2)C1 (stereo not drawn),7,-2%,-11%,-2.9,-12%,-9%,4%,20%,2%
COc1ccc(CCN2C(=O)c3cccc4c(C(=O)N5CCCCC5)ccc(c34)C2=O)cc1OC,3,-9%,9%,2.0,9%,-30%[57.1 µM],2%,3%,8%
CN(CCOc1ccccc1)CC(=O)Nc1ccc(S(=O)(=O)N2CCCC2)cc1,-6,-1%,-9%,-0.8,0%,1%,-4%,8%,-8%
CC(=NC1CCN(Cc2ccccc2)CC1)c1c(O)[nH]c(=O)[nH]c1=O,.,-5%,14%,3.1,0%,10%,1%,14%,4%
CCOC(=O)C1=C[C@@H](C(C)(C)C)N(S(=O)(=O)c2ccc(C)cc2)[C@H]1c1ccc(C#N)cc1,-1,1%,1%,-0.6,3%,-12%,-11%,-5%,1%
O=C(OCCN1CCOCC1)c1cccnc1,.,-3%&-2%,-10%&6%,-2.1&-1.1,1%&10%,-2%&-2%,-6%&-7%,33%&-8%,7%&0%
COc1cccc(CNC(=O)C2CCCN(c3nc4ccccc4o3)C2)c1 (stereo not drawn),.,-5%,-7%,0.1,-1%,-14%,4%,19%,-2%
Cc1cccc(N2CCC(N3CCN(C4CCCCC4)C(CCO)C3)CC2)c1C (stereo not drawn),7,5%,-3%,0.3,-14%,0%,-1%,10%,3%
Cc1nc(SC2C=CS(=O)(=O)C2)n[nH]1 (stereo not drawn),.,-5%,-8%,-2.7,?,8%,1%,21%,0%
Cc1ccccc1NC(=O)CSc1nc2ccc(Nc3nc(N4CCOCC4)nc(N4CCOCC4)n3)cc2s1,6,-8%,5%,-4.0,-3%,-7%,-3%,.,-7%
CC(C)OC(=O)c1cccc(NC(=O)c2ccccc2)c1,.,1%,11%,-1.7,-23%,-2%,2%,18%,16%
# Next part.
SMILES,PI5P4K alpha inh,PLK1 PBD inh,Abeta rescue,IL-2 act,EPAC1 antagonist,WRN helicase inh,aSyn yeast inh,FUS suppressor,EPAC1 ag
C=CCn1c(O)c2ccc(C(=O)N=NC(=O)COc3ccc(OC)cc3)cc2c1O,5,3%,0%,-2.3,10%,-12%,4%,.,-6%
COc1cc2c(cc1OC)CN(C(=O)/C=C/c1ccccc1[N+](=O)[O-])CC2,3,-7%,-18%,-0.4,-6%,2%,14%,20%,1%
COc1ccccc1OCc1cc(C(=O)N(C)CCC2CCCCO2)no1 (stereo not drawn),5,3%,-6%,-1.8,14%,-15%,5%,.,-9%
CN1C(=O)CSC1=Nc1ccc(Br)cc1,-3,7%,-4%,-0.7,6%,-1%,-10%,-1%,9%
COC(=O)c1cnn(-c2cc(Oc3ccccc3)ncn2)c1N,0,-3%,2%,0.8,-17%,-1%,2%,0%,-12%
Nc1ccccc1Sc1nc2ccccc2[nH]1,?,13µM*,-14%,-0.7,-7%,-28%,-10%,0%,-2%
O=C1Cc2ccccc2C(c2ccc(Br)cc2)N1 (stereo not drawn),.,-3%,14%,-2.4,-6%,3%,14%,17%,-11%
O=C(/C=C/c1ccc2c(c1)OCO2)c1ccc[nH]1,2,-27%,-17%,-5.1,?,-15%,-15%,4%,1%
Cc1ccc(OCC(=O)NCCNC(=O)c2cnccn2)cc1C,-2,2%,11%,0.8,-7%,12%,?,13%,2%
CCN1C(=O)[C@H]2[C@H]3CN=C(SCC(=O)c4ccccc4)N3[C@@](C)(C(=O)OC)[C@H]2C1=O,?,?,-3%,0.9,-3%,-4%,-19%,8%,11%
CN1CCC(=O)N([C@H](CN=[N+]=[N-])Cc2ccccc2)CC1,-10,-19%,-6%,-2.5,10%,1%,-4%,-5%,-16%
CNc1ccccc1C(=O)OCC(=O)N1CCc2ccccc2C1,2,39%[activator],3%,-0.4,-16%,-11%,2%,-29%,19%
Cc1noc(C)c1S(=O)(=O)N(C)C[C@H]1OCCCC[C@@H](C)Oc2ccc(NS(=O)(=O)c3cn(C)cn3)cc2C(=O)N([C@H](C)CO)C[C@@H]1C,-4,-19%,-10%,1.7,9%,1%,-10%,19%,5%
Clc1ccc2ncc(-c3nnnn3-c3ccccc3)c(-c3ccccc3)c2c1,2,-10%,-3%,-0.3,-1%,-7%,28%,?,16%
COc1cccc(OC)c1C(=O)NCCOc1cc(C)cc(C)c1,0,-3%,1%,0.3,6%,-13%,0%,2%,0%
CCC(=O)Nc1cccc(-c2csc(-c3ccccc3)n2)c1,-3,2%,14%,-0.4,6%,4%,-7%,.,4%
CC(=O)c1cccc(N/C=C\C(=O)c2ccc(C)cc2)c1,8,-3%,-80%[inhibitor],-0.9,-5%,-4%,-17%,-3%,17%
CCNc1nc(Cl)nc(N(NC(C)=O)C(C)C)n1,5,-8%,3%,0.4,2%,-5%,-3%,2%,1%
O=C(COc1ccccc1Cl)NCCCNC(=O)c1ccncc1,-2,3%,1%,1.2,1%,-3%,0%,10%,6%
CCN(CC)CCCNC(=O)c1ccc(OCC(=O)Nc2ccccc2C(F)(F)F)c(OC)c1,10,1%,1%,0.3,-1%,5%,-2%,15%,3%
O=S(=O)(c1ccccc1)N1CCNCC1,-8,1%,1%,-0.1,22%,-1%,2%,-35%,3%
N#Cc1cnc(NN)nc1,-2,-11%,2%,1.4,0%,-5%,-11%,7%,5%
CC(NC(=O)CCCc1nnc2n(C)c(=O)c3sccc3n12)c1ccccc1 (stereo not drawn),3,-3%,7%,-0.6,8%,0%,-7%,-3%,-16%
COC(=O)CCC(=O)Nc1c(C)n(C)n(-c2ccccc2)c1=O,0,-14%,-4%,0.6,6%,-24%,1%,-2%,6%
